M4 antag = human M4 muscarinic receptor antagonists, primary screen, CHO cells, Fluo-8 calcium fluorescence. CHO-hM4 cells, ACh EC80. inhibition, % at 3 µM. 360,000 tested, 0.73% active;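 active = inhibition above its plate's cutoff, the mean inhibition of sample wells plus 3 SD, cut at about 27% in these data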;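 note: 0% = acetylcholine EC80 with DMSO and 100% = DMSO without agonist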
Target sequence (P08173 whole entry, looked up): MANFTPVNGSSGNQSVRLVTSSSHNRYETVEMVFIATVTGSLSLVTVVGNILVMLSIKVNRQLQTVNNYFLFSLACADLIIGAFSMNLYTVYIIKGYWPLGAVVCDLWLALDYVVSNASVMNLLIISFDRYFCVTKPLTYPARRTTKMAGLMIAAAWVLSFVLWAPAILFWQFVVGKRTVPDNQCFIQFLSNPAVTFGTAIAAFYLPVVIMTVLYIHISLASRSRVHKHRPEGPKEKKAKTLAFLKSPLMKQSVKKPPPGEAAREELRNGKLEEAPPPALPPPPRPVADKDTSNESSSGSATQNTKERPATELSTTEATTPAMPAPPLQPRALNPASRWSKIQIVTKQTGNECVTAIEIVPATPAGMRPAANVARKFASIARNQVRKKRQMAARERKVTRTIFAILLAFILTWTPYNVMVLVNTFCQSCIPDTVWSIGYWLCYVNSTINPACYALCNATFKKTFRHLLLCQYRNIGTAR
M4 ag = human M4 muscarinic receptor agonists, primary screen, CHO-K1 cells, Fluo-8 calcium fluorescence; Muscarinic acetylcholine receptor M4 (Homo sapiens), P08173; activation, % at 3 µM; CHO-K1 hM4/Gqi5; vehicle 0%, full acetylcholine response 100%; 360,000 tested, 0.14% active;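 active = activation above the run mean over all test wells plus 3 SD, cut at about 32% in these data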;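 note: peak over basal fluorescence ratio per well then scaled between controls; 0% = DMSO wells and 100% = acetylcholine at EC100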
M1 PAM = human M1 muscarinic receptor positive allosteric modulators, primary screen, CHO-K1 cells, Fluo-8 calcium fluorescence, 1536-well; CHO-K1 hM1, ACh EC20; 0% = ACh EC20, 100% = maximal ACh; activation, % at 3 µM; 360,000 tested, 0.088% active; in the data active = activation above about 19%, passing the limit was not always enough
Target sequence (P11229 whole entry, looked up): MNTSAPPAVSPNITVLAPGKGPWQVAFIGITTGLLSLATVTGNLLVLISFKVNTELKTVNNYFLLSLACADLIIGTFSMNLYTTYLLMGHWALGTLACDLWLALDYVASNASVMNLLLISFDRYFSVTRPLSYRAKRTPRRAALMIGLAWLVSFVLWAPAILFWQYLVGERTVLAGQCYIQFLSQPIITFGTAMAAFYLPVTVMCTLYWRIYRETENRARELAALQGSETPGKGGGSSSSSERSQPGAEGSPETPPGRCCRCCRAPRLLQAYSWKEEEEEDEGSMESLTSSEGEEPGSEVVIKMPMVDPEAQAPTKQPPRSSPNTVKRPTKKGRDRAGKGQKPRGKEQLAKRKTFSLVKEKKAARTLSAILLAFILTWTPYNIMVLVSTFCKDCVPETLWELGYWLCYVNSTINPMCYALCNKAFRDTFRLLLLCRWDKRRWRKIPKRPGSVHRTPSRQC
M1 ag = human M1 muscarinic receptor agonists, primary screen, Fluo-8 calcium fluorescence, CHO-K1 cells, HTS; Muscarinic acetylcholine receptor M1 (Homo sapiens), P11229; CHO-K1 hM1, agonist mode; 0% DMSO, 100% acetylcholine EC100; activation, % at 3 µM; 360,000 tested, 0.33% active;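 active = activation above the run's mean compound activation plus 3 SD, cut at about 16% in these data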;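 note: peak over basal fluorescence ratio within a 140 s kinetic read after compound addition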
CHO parental Ca = ATP-evoked calcium signal inhibitors, parental CHO, primary screen, counter-screen for OX1R antagonist project, cell-based, fluorescence, Fluo-8 calcium dye; parental CHO-K1, ATP-induced calcium, Fluo-8 fluorescence; inhibition, % at 5.6 µM; 330,000 tested, 0.63% active;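 active = inhibition above that plate's mean sample inhibition plus 3 SD, cut at about 26% in these data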;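 note: 0% = ATP-challenged DMSO wells and 100% = DMSO wells without ATP; some compounds past the cut are filed as inactive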
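test system = CHO parental line | reagent = ATP stimulus | measured by = intracellular calcium via Fluo-8 no-wash fluorescent dye | control set = ATP and no-ATP DMSO wells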
M1 ag parental = counter-screen for M1 agonists: effect in parental CHO-K1 cells; Fluo-8 calcium fluorescence; scaled to maximal ATP response, vehicle zero; activation, % at 3 µM; 360,000 tested, 0.48% active; in the data active = activation above about 15%;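 note: untransfected CHO-K1 host cells lacking M1 receptor as counterscreen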
M1 antag = human M1 muscarinic receptor antagonists, primary screen, CHO-K1 cells, Fluo-8 calcium fluorescence, 1536-well; CHO-K1 hM1, ACh EC80 antagonist; 360,000 tested, 1.3% active; Muscarinic acetylcholine receptor M1 (Homo sapiens), P11229; inhibition, % at 3 µM;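 active = percent inhibition above its own plate's cutoff, namely the mean of that plate's compound wells plus 3 SD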;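 note: peak over basal fluorescence ratio during 140 s after agonist addition; 0% = ACh EC80 plus DMSO and 100% = DMSO alone without agonist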
OXTR potentiator = human OXTR potentiators, primary screen, fluorescence, CHO-OTR cells, Fluo-8 calcium. activation, % at 3 µM. Oxytocin receptor (Homo sapiens), P30559. Fluo-8 calcium fluorescence, potentiator mode; 0% = oxytocin EC15, 100% = EC100. 320,000 tested, 0.061% active;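 active = activation above that plate's cutoff, the mean activation of tested compounds plus 3 SD, cut at about 6.6% in these data, passing the limit was not always enough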;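 note: 100% uses oxytocin at 75 nM as the full agonist control; some results filed as inactive read as strong as hits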
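System: human OTR in CHO cells / Also added: sub-maximal oxytocin, roughly EC15 / Control set: EC15 oxytocin low, 75 nM oxytocin high / Schedule: 6 min compound pre-incubation at room temperature, 100 s kinetic read / Compound: single-point 3.0 µM / Replication: singlicate / Technique: Fluo-8 calcium dye fluorescence / Read-out basis: % activation of max/min ratio relative to oxytocin controls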
CHO-K1 Ca antag = M1 antagonist counterscreen hit in parental CHO-K1 cells; AID 602250; inhibition, % at 3 µM; ATP-induced calcium, Fluo-8 fluorescence; 360,000 tested, 0.6% active;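 active = inhibition above a per-plate cutoff, the plate's mean sample inhibition plus 3 SD, cut at about 24% in these data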;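 note: 0% = DMSO plus EC80 ATP and 100% = DMSO alone without ATP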
* hit, by the source's call; / = no result given; & = joins results of further samples.

SMILES	M4 antag	M4 ag	M1 PAM	M1 ag	CHO parental Ca	M1 ag parental	M1 antag	OXTR potentiator	CHO-K1 Ca antag
Cc1ccc(-n2nc3c(=O)n(CCCC(=O)NC4CCC(C)CC4)nc(C)c3c2C)cc1 (stereo unspecified)	-17	3	-6	-11	-26	-1.4	4	-7	9
O=C1CCCCN1CCC(=O)N1CCCC(Nc2ccccc2)C1 (stereo unspecified)	10	1	13	0	2	1.0	-12	-7	-15
COc1ccc(NC(=O)c2cc(C)cc(C)c2)cc1[N+](=O)[O-]	0	1	2	0	-1	0.6	10	-14	5
Cc1nc2ccccc2c(=O)n1NC(=O)c1ccc(Cl)c([N+](=O)[O-])c1	-5	1	6	-4	-11	1.2	-6	-15	-9
CCOC(=O)c1ccccc1NC(=O)c1cn(-c2ccc(C)c(C)c2)c(=O)c2ccccc12	4	3	3	-4	-23	0.9	0	1	-7
Cc1cc(C(F)F)nn1CC(=O)NCc1ccco1	7	1	-1	-5	6	0.6	3	-1	0
Cc1oc(C(=O)O)cc1COc1cccc2ccccc12	5	1	7	-1	-1	0.2	-11	-13	-2
NC(=O)c1sc2nc3c(c(-c4cccs4)c2c1N)CCCCC3	1	5	3	-4	-19	0.2	-26	-12	-6
Cn1ncc(Cl)c1C(=O)Nc1ccc(Cl)cn1	-11	1	2	-4	-12	-0.3	-2	-12	2
N#CC(=C1C=CC(=NO)C(Cl)=C1)c1ccccc1	22	0	-13	-6	/	1.4	17	/	-2
COc1cccc(CNC(=O)c2ccc(C(=O)NCc3cccc(OC)c3)cc2)c1	7	3	2	-3	-6	6.2	1	-1	7
CC(C)CNS(=O)(=O)c1cc2c3c(c1)CCC(=O)N3CCC2	-2	1	9	1	-22	0.3	4	-7	5
CC1CCc2c(C(=O)N3CCN(S(=O)(=O)c4cccs4)CC3)csc2C1 (stereo unspecified)	7	3	1	-4	-3	1.5	5	-6	2
Cc1nn(-c2ccc(F)cc2F)c2c1-c1nc(N3CCCC3)ncc1CC2	-8	-3	-9	-7	-20	-0.1	-7	-6	3
CC(=O)c1cccc(NC(=O)c2cc(C(C)C)on2)c1	2	2	-10	-3	3	2.6	16	-2	17
Cc1cc(C(=O)CN2C(=O)c3ccccc3S2(=O)=O)c(C)n1CC1CCCO1 (stereo unspecified)	-11	4	1	-1	-11	0.4	8	-8	0
Cn1c(=O)c2c(nc(N3CCN(c4ccc([N+](=O)[O-])cc4)CC3)n2C)n(C)c1=O	7	1	-1	-8	-24	0.6	0	2	-5
CCCCN(C(=O)CC1OC(=O)c2ccccc21)c1c(N)n(CCCC)c(=O)[nH]c1=O (stereo unspecified)	-13	0	5	-2	-3	-0.1	-6	0	2
COc1cccc(N(CC(=O)NC(C)(C)C)C(=O)C2CSC(=O)C2)c1 (stereo unspecified)	3	0	1	-2	-9	4.9	1	0	-5
Cc1ccc(C)c(NC(=O)CN(C)C(=O)[C@@H](NC(=O)c2ccc(C(C)(C)C)cc2)C(C)C)c1	6	0	7	-9	-25	-0.1	-6	-15	-2
C[C@@H]1c2ccccc2N2C[C@H](Cc3ccc(C(=O)c4ccccc4)cc3)C[C@@H]12	-1	-1	-9	-7	/	-0.4	12	/	9
CCC(=O)N(CC)C1=C(O)c2ccccc2C(=O)C1=O	3	2	9	3	0	0.6	-18	-8	-13
c1ccc(SCCOCCN2CCc3ccccc3C2)cc1	-2	0	-8	-11	-14	0.1	1	2	6
CCN(CC(=O)N1CCOCC1)S(=O)(=O)c1ccc(F)cc1	-5	1	12	-3	-2	0.3	-6	-7	-13

The final 5 entries of the part before are carried over, then new ones follow:
SMILES	M4 antag	M4 ag	M1 PAM	M1 ag	CHO parental Ca	M1 ag parental	M1 antag	OXTR potentiator	CHO-K1 Ca antag
Cc1ccc(C)c(NC(=O)CN(C)C(=O)[C@@H](NC(=O)c2ccc(C(C)(C)C)cc2)C(C)C)c1	6	0	7	-9	-25	-0.1	-6	-15	-2
C[C@@H]1c2ccccc2N2C[C@H](Cc3ccc(C(=O)c4ccccc4)cc3)C[C@@H]12	-1	-1	-9	-7	/	-0.4	12	/	9
CCC(=O)N(CC)C1=C(O)c2ccccc2C(=O)C1=O	3	2	9	3	0	0.6	-18	-8	-13
c1ccc(SCCOCCN2CCc3ccccc3C2)cc1	-2	0	-8	-11	-14	0.1	1	2	6
CCN(CC(=O)N1CCOCC1)S(=O)(=O)c1ccc(F)cc1	-5	1	12	-3	-2	0.3	-6	-7	-13
Cc1cccc(C)c1NC(=O)C1c2ccccc2OCC(=O)N1CC(F)(F)F (stereo unspecified)	3	0	/	/	/	0.1	/	/	-13
CC(=O)c1c(C)[nH]c(C(=O)CSc2nnc(-c3ccc(Cl)cc3)n2CC2CCCO2)c1C (stereo unspecified)	2	2	3	-5	-25	0.7	-2	-12	7
CC(NC(=O)c1ccc(C#N)cc1)C1CC2CCC1C2 (stereo unspecified)	-8	2	9	-3	-12	-0.2	-16	-7	-2
CSc1ccccc1NC(=O)C1CC(c2c(F)cccc2Cl)=NO1 (stereo unspecified)	-9	2	7	-1	-4	3.2	-9	-9	9
CN(C)S(=O)(=O)c1cccc(C(=O)C2=C3SC=C(c4ccccc4)N3CC2)c1	-7	4	-3	-4	-3	1.0	5	-3	-3
Cn1c(=O)c(-c2ccccc2)nn2c3ccccc3nc12	3	1	4	-2	-22	0.1	-5	4	-12
CN(C)CCCN(Cc1ccccc1)C(=S)NCc1ccccc1	5	4	3	-4	-34	3.8	2	-2	-15
CN(C)CCNC(=S)Nc1ccc(Br)cc1	4	0	6	-6	-2	1.4	-12	-10	-7
CCc1nnc2c(N(C)S(=O)(=O)c3ccc(C)cc3)nc3ccccc3n12	-11	1	8	-1	-12	0.8	-15	-1	-15
COC(C)(C)[C@]12CC(O)(C(C)C)ON1[C@H]1CCCCC1N2O (stereo partly specified)	-2	1	1	-4	-6	0.3	3	-13	-9
CC1(C)C2CC=C(/C=N/NC(=O)c3ccc(Cl)cc3)C1C2 (stereo unspecified)	9	0	-12	-6	-15	0.0	15	-8	12
O=C(NCCOc1ccccc1)C1CCC(=O)N(C2CCCCCC2)C1 (stereo unspecified)	0	2	4	-2	-16	1.1	-8	-6	-7
CCC(C)(NC(=O)c1ccccn1)C(=O)NC1CCCC1 (stereo unspecified)	-10	1	3	3	-1	0.8	0	-14	-20
Clc1cccc(-c2nnc(SCc3nc4ccccc4[nH]3)n2Cc2ccco2)c1	5	3	4	-4	-37	1.3	-1	-6	5
COc1ccccc1CNS(=O)(=O)c1cc2c3c(c1)C(C)C(=O)N3CCC2 (stereo unspecified)	-1	4	3	-4	-16	1.7	8	1	-6
O=C1OCC(CO)(CO)N=C1NNc1ccccc1[N+](=O)[O-]	-7	0	16	-2	-5	0.1	-20	-1	2
O=C(CNCc1ccc(F)cc1)Nc1ccc(S(=O)(=O)N2CCOCC2)cc1	-7	0	2	-4	1	1.7	-5	-4	-13
OCCCc1nc2n(n1)C(c1ccccc1)C=C(c1ccc(F)cc1)N2 (stereo unspecified)	9	0	7	-7	-8	0.4	-11	-7	-11
Cc1ccccc1CNS(=O)(=O)c1c(C)[nH]c(C)c1C(=O)N1CCCCC1	-16	1	3	-3	-18	0.2	-5	-6	-3
CCOc1ccc(CCNC(=O)C2CCCN(c3nn4c(=O)cc(C)nc4s3)C2)cc1 (stereo unspecified)	-10	1	6	-6	-34	-0.6	-11	0	-12
CCCCCCn1c(=O)n2n(c1=O)[C@@H]1CN(S(=O)(=O)c3ccc(C)cc3)C[C@]1(O)[C@@H](OC(=O)NCc1ccc(OC)c(OC)c1)C2	-18	1	4	-10	/	0.8	-5	/	-14
CC1CCN(CC(C)OC(=O)c2ccco2)CC1 (stereo unspecified)	-5	1	-6	-9	-7	0.2	7	-9	10
O=C(COC(=O)c1cc(S(=O)(=O)NCc2ccccc2)ccc1O)NCc1ccccc1	11	14	-11	1	-18	3.8	19	-7	3
COC(=O)c1ccccc1NC(=O)/C=C/c1cc(OC)c(OC)c(OC)c1	-9	5	-7	-1	-25	1.2	8	-6	-7
COc1ccc(NC(=O)c2ccc(CNc3c(NC4CCCCC4)c(=O)c3=O)cc2)c(OC)c1	5&1	0&0	0&0	-7&-5	-5	-0.1&0.3	-10&1	-4	-6&3
COc1ccc(Oc2cnc3ccccc3n2)cc1	-2	0	11	-7	-7	-0.2	-13	-13	8
CCOc1cc(/C=N/NC(=O)c2nnn(-c3nonc3N)c2C)ccc1OCc1ccc(C)cc1	6	0	8	-2	/	-0.2	-7	/	-3
COc1ccc(C(=O)NC2CCc3ccccc32)cc1OC1CCN(C(C)=O)CC1 (stereo unspecified)	-5	13	9	-2	-7	2.7	-9	-6	3
C[C@@H]1CN([C@@H](C)CO)C(=O)CCCn2nncc2CO[C@@H]1CN(C)C(=O)NC1CCCCC1	-14	1	15	2	/	0.0	-6	/	-1
COc1ccc(/C(O)=C2/C(=O)C(=O)N(c3ccccn3)C2c2ccc(F)cc2)cc1 (stereo unspecified)	2	1	2	-7	/	0.7	-5	/	-15
O=C(CSc1nc2ccccc2[nH]1)NCCN1CCCCC1	5	1	6	-5	-1	2.8	0	4	-3
CC1(C)Cc2c(cnn2-c2cccc(F)c2)C(NC(=O)C2CCOCC2)C1 (stereo unspecified)	0	0	5	-2	-12	0.1	-3	-3	-7
COc1ccc(CC(=O)OCc2nnc(-c3ccccc3)o2)cc1	0	1	2	-2	-2	0.0	-4	-9	-12
COc1ccc(NC(=O)c2ccc3nc[nH]c3c2)cc1	0	0	-1	-4	-5	0.5	12	-8	-2
COc1ccc(S(=O)(=O)N2CCC(C(=O)NC(c3nc4ccccc4[nH]3)C(C)C)CC2)cc1 (stereo unspecified)	-4	1	-2	-5	-17	0.8	4	4	23
COc1ccc(N2C(=O)C3C(C2=O)C3(c2ccccc2)c2ccccc2)cc1 (stereo unspecified)	-12	5	-3	-3	-16	1.6	-4	-9	-12
Cc1nnc(SCC(=O)NCc2ccccc2)s1	-6	1	7	1	-8	0.7	-36	-4	1
CC(c1nc2ccccc2[nH]1)N(C(=O)C1=NNC(=O)CC1)c1ccccc1 (stereo unspecified)	-10	1	6	-7	/	1.4	-8	/	3
COc1ccc(C(=O)n2nc(C)cc2Nc2ccccc2)cc1	-23	-3	1	-5	-16	1.5	-5	-11	-8
COc1cccc(C2CC(c3cccs3)=NN2C(=O)CSc2nc3ccccc3s2)c1OC (stereo unspecified)	-5	1	11	-8	-3	0.5	-16	-10	-4
CCOC(=O)N1CCN(C(=O)c2ccc(Cn3c(=S)[nH]c4cc(OCC)c(OCC)cc4c3=O)cc2)CC1	4	-1	9	-5	-4	0.0	-2	1	-9

Assay outcomes deposited in PubChem by The Scripps Research Institute Molecular Screening Center.
